# PglD DTNB = C. jejuni PglD acetyltransferase inhibitors, primary screen, biochemical, DTNB colorimetric, single point. UDP-N-acetylbacillosamine N-acetyltransferase PglD (Campylobacter jejuni). inhibition, % at 12.5 µM. purified PglD enzyme, DTNB colorimetric CoA detection. 360,000 tested, 0.098% active; in the data active = inhibition above about 16%, passing the limit was not always enough; inconclusive = no clear call, values can overlap the other calls; note: strong numbers were not always called active
# E-sel inducer = E-selectin induction in HUVECs, primary screen, imaging, HUVEC, immunofluorescence imaging, single point. P16581. normalized: neutral wells 0, TNF-alpha wells 100. activation, % at 7.58 µM. 260,000 tested, 0.37% active. AID 686992, 2013;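 active = mean E-selectin-positive cell signal at least 10% of the positive control, reached in at least 60% of replicates, without over 20% cell loss; inconclusive = no rule given, readout overlaps actives, possibly toxicity-flagged; inactive = the rest, including those meeting only one limit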;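 note: in these data hits start at about 27%; measured in HUVEC primary endothelial cells; signal is the percent of cells scored E-selectin positive by PE staining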
# Target sequence (P16581 whole entry, looked up): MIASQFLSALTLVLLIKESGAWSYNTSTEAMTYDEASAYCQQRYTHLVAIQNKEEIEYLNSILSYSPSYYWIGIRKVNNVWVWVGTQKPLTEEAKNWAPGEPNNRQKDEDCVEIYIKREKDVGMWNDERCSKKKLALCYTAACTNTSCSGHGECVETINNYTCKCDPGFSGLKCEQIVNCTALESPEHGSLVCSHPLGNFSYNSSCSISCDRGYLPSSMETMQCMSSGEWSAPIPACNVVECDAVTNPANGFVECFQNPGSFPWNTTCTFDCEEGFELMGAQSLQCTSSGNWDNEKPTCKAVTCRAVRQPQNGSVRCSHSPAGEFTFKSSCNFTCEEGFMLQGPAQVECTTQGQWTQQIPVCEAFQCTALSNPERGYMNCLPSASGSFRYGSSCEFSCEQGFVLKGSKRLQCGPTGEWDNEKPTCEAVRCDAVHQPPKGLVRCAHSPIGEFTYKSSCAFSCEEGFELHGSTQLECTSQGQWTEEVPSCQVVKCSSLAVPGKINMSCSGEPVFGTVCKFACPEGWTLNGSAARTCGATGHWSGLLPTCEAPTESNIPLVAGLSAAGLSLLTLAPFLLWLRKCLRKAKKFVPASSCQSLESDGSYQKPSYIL
#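 Material: HUVEC primary endothelial cells; Amount: 3,000 cells per well; Dosing: single concentration; Medium: EGM-2 growth medium on 0.1% gelatin-coated wells; Read-out basis: percent E-selectin-positive cells; Signal: immunofluorescence imaging; Control set: TNF-alpha, DMSO.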
# ERAP1 inh = human ERAP1 aminopeptidase inhibitors, primary screen, biochemical, single point, plate reader; inhibition, % at 10.7 µM; recombinant ERAP1, Leu-AMC fluorescence, 60 min; AID 652197, 2013; 340,000 tested, 0.15% active; Endoplasmic reticulum aminopeptidase 1 (Homo sapiens), Q9NZ08;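 active = mean replicate inhibition of at least 30%, or all replicates individually reaching that 30% level; inactive = mean below 30% and not every replicate reaching it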;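 note: 0% = neutral control wells and 100% = L-leucinethiol positive control wells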
# RAD54 branch = inhibitors of human RAD54 branch migration, primary screen, biochemical, fluorescence, single point | DNA repair and recombination protein RAD54-like (Homo sapiens), Q92698 | RAD54 Holliday junction branch migration, FAM/BHQ fluorescence | inhibition, % at 10.4 µM | 360,000 tested, 0.14% active | AID 602329, 2012;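 active = mean normalized replicate activity at least 40 and at least half of replicates scoring 40 or more; inconclusive = only one of the two criteria met; inactive = mean below 40 and under half of replicates reaching 40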;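 note: 0% = median of neutral control wells and 100% = median of positive control wells; inhibitors cause a drop in the FAM fluorescence signal; in these data hits start at about 50%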
# Cneo AK release = Cryptococcus neoformans cell lysis inducers, primary screen, AK release luminescence, single concentration; AID 651654, 2012; 360,000 tested, 0.2% active; C. neoformans lysis, adenylate kinase release luminescence, 4 h; normalised: neutral wells 0, clomiphene wells 100; lysis activity, % at 15 µM;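 active = mean lysis activity across replicates of at least 80%, whatever share of replicates individually reach that level; inactive = mean lysis activity below 80%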
#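 Signal: Adenylate kinase release luminescence | Assay system: Log-phase Cryptococcus neoformans yeast cells | Input: Cells at 5 × 10^6 per mL | Buffer or medium: Fresh YPD growth medium | Compound: Single dose | Schedule: Static 4 h at 37 °C with compound, 1 h detection | Controls: Clomiphene | Read-out: Luminescence rise reflecting yeast cell lysis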
# PGC1a acetyl inh = inhibitors of PGC1a acetylation signal, primary screen, cell-based, U2OS, AlphaScreen, inhibitor mode | inhibition, % at 15.6 µM | AID 651687, 2012 | AlphaScreen anti-acetyl-lysine; with virally co-expressed GCN5 acetyltransferase | 350,000 tested, 0.17% active;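 active = every replicate shows inhibition of at least 40%; inconclusive = mean inhibition at least 40% but some replicate below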;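 note: 0% = neutral control wells and 100% = positive control wells; some results beyond the cut were filed as inactive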
# RAD52 anneal inh = RAD52 DNA annealing inhibitors, primary screen, biochemical, FRET, single point, set 2 | DNA repair protein RAD52 homolog (Homo sapiens), P43351 | recombinant RAD52 DNA annealing, FRET fluorescence | inhibition, % at 18.7 µM | 360,000 tested, 0.46% active | AID 651710, 2012;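 active = every replicate showing at least 50% inhibition; inconclusive = mean inhibition at least 50% but not in every replicate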
# Target sequence (P43351 whole entry, looked up): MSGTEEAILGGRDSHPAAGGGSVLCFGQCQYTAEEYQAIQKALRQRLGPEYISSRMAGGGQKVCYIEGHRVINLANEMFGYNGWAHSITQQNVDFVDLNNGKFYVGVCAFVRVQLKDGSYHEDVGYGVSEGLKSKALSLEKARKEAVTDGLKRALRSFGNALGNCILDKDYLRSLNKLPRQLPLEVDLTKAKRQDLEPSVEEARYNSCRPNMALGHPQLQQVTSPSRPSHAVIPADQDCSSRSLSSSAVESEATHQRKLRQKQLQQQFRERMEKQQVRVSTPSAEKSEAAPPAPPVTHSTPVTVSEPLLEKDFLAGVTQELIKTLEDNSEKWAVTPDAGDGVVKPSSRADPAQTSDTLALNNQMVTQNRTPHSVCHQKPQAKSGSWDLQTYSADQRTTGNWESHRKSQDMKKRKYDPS
# miR-122 sensor = miR-122 Renilla sensor signal increase in Huh7, primary screen, miR-122 inhibitor project, cell-based, single point, plate reader. Huh7 miR-122 Renilla luciferase sensor, 48 h; neutral wells = 0, positive control = 100. activation (reporter increase), % at 12.5 µM. 340,000 tested, 0.3% active;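 active = mean replicate activation score at least 90 and every replicate individually at or above 90; inconclusive = only one of the two criteria met; inactive = neither criterion met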;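 note: higher luciferase means less miR-122 activity so hits act as miR-122 inhibitors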
# The depositor's hits bear a star; u = inconclusive; x = no result given; & = joins results of further samples; [ ] = dose if it differs, or a comment. Some of the compounds tested; rates above refer to the full screens.
cpd	SMILES	PglD DTNB	E-sel inducer	ERAP1 inh	RAD54 branch	Cneo AK release	PGC1a acetyl inh	RAD52 anneal inh	miR-122 sensor
1	O=C(Cn1ncc2ccccc21)N1CCC2(CC1)OCCO2	1.0	x	0.4	-1.1	1.6	-10.5	-9.0	-2.0
2	CC[N+](C)(CC)CCCCOc1ccc2c(c1)C(=O)c1cc(OCCCC[N+](C)(CC)CC)ccc1-2	-7.5	x	68.1*	99.5*	-2.7	-4.7	104.7*	-4.3
3	C[C@@H]1CN([C@H](C)CO)C(=O)c2c(c3ccccc3n2C)-c2ccccc2CO[C@@H]1CN(C)C(=O)Oc1ccccc1	x	-0.1	-3.0	x	x	-264.7	13.2	x
4	CC(C)CNC(=O)c1c(N)n(Cc2ccc3c(c2)OCO3)c2nc3ccccc3nc12	-4.5	-2.7	x	-10.8	1.2	-17.8	x	-1.0
5	CCN1C(=O)/C(=C/c2ccc3c(c2)CCN3CCCCl)C(=O)NC1=S	-1.3	0.0	10.3	-10.6	-3.4	x	-221.1	-3.2
6	C=CCn1c(O)c(C(CC)=Nc2ccc(N(C)C)cc2)c(=O)[nH]c1=O	2.6	x	1.5	4.7	-3.5	35.4	-10.4	0.9
7	COc1ccc(CCNCc2ccc(F)cc2)cc1OC	-4.2	x	x	-1.7	1.2	-12.4	x	-6.7
8	CCOC(=O)Cn1cc(C(=O)c2ccccc2)c2ccccc21	-6.2	0.4	0.0	-6.3	3.0	x	-43.2	-1.5
9	Cc1nnc(SCc2nc3ccccc3c(=O)n2-c2ccccc2Cl)n1N	1.5	x	x	3.7	-1.3	3.0	x	6.1
10	COc1ccc(C(=O)C2CCCN(CCO)C2)c(C)c1 (configuration not stated)	4.5	0.0	-0.3	12.8	-1.3	10.9	-20.7	-5.9
11	COc1cc(CCN)ccc1O	-3.6	0.0	0.0	-6.5	-1.6	0.0	-4.6	-6.5
12	O=C(CCCN1CCC2(CC1)C(=O)NCN2c1ccccc1)c1ccc(F)cc1	-1.7	0.1	2.3	14.0	1.3	1.5	-11.4	-7.7
13	N=C1c2ccccc2CN1c1ccc(F)c([N+](=O)[O-])c1	-2.6	-0.1	x	-6.4	0.8	5.5	-10.4	-10.7
14	C=CCn1cc(C=C2C(=O)NC(=O)NC2=O)c2ccccc21	6.0	1.0	-0.6	-8.0	0.0	7.6	-309.0	7.5
15	CCN(CC)C(=O)c1ccc(NC(=O)COc2ccc(-c3nn(C)c(=O)c4ccccc34)cc2)cc1	2.4	x	-0.6	10.6	0.2	-1.0	-12.4	-19.6
16	O=C1NC(=O)C(=Cc2ccc(-c3ccc(F)cc3O)o2)C(=O)N1	-6.0	-0.2	7.3	11.1	0.9	-13.9	-15.2	14.7
17	Oc1ccc(Cl)cc1CN1CCN(Cc2ccccc2)CC1	1.4	0.5	x	-6.6	1.9	-18.3	x	2.5
18	C[C@]12CCC3C(CC[C@H]4C[C@H](O)CC[C@]34C)C1C[C@@H](CCCCl)[C@@H]2O (some centres not stated)	-3.1	0.1	-2.1	1.1	0.7	22.5	-2.2	1.3
19	COc1ccccc1-n1c(-c2ccccc2Cl)nc2ccccc2c1=O	5.0	0.1	0.2	-19.3	-1.7	-19.6	-12.0	x
20	O=C1c2ccccc2-n2nnc(-c3ccccc3)c2C2c3ccccc3CCN12 (configuration not stated)	2.7	1.1	2.5	0.4	4.4	5.8	2.5	3.9
21	CCC(C)(C)n1nnnc1C(c1cccs1)N1CC=C(c2ccc(F)cc2)CC1 (configuration not stated)	6.0	x	-0.4	-6.8	-0.5	-6.1	-68.5	-2.6
22	C[C@@H]1CC[C@H]2[C@@H](C)C(=O)O[C@@H]3O[C@@]4(C)CC[C@@H]1[C@]32OO4	4.2	x	-1.9	0.4	-2.0	-22.9	-5.2	-3.9
23	ClCCNc1nc2ccc(Cl)cc2[nH]1	-3.9	x	x	10.6	-5.0	-1.5	x	10.2
24	O=[N+]([O-])c1ccc(-c2ccccc2)c([As](=O)(O)O)c1	9.2	-0.1	-1.2	-6.2	6.9	8.7	-1.1	-0.1
25	O=C1NC(=O)C(C/C=C/c2ccccc2)C(=O)N1	7.5	x	x	-10.6	-1.2	-12.9	x	-10.4
26	COC(=O)C1=C(c2ccccc2)C[C@@H]2CC[C@H]1N2C(=O)NCc1ccco1	8.7	-0.1	x	5.5	-3.4	3.9	-25.7	-2.5
27	C=CCN1C(=O)NC(=O)/C(=C/c2ccc(N(C)C)c(Br)c2)C1=O	-0.4	3.1	2.0	-0.6	-1.7	9.6	-50.0	-3.6
28	CCCCn1c(=O)c(C(=O)Nc2ccc(C)cn2)c(O)c2ccccc21	6.0	x	x	-1.6	0.3	x	x	2.9
29	O=C(c1cc(F)ccc1F)C1CCCN(Cc2cc(Cl)ccc2O)C1 (configuration not stated)	5.1	x	-1.9	-0.3	-0.5	-1.2	-5.1	-6.6
30	Cc1cc(C)cc(N2C(=O)NC(=O)/C(=C\C=C\c3ccco3)C2=O)c1	x	x	2.2	x	x	20.8	-78.2	-2.9
31	O=P(Oc1ccc(Cl)cc1)(N1CC1)N1CC1	-3.0	0.0	2.9	-4.1	3.8	4.7	-0.8	-4.0
32	Cc1nc2ccc(Cl)cc2c(=O)n1-c1ccccc1Cl	1.2	x	-1.3	-3.9	1.4	x	-9.0	x
33	CCCNC(=O)N1[C@H]2CC[C@@H]1C(C(=O)OC)=C(c1ccc(Cl)c(C(F)(F)F)c1)C2	2.0	0.0	3.6	-5.7	5.6	-12.0	-2.3	0.4
34	CC(C)Cc1nnc(NC(=O)CCC(=O)N2CCN(CCOC(c3ccccc3)c3ccccc3)CC2)s1	1.4	x	x	-1.9	-0.8	x	x	-8.0
35	CCC(=O)N1N=C(c2c(O)n(CCc3ccccc3)c(=O)[nH]c2=O)CC1c1ccc(OC)c(OC)c1 (configuration not stated)	0.9	x	-0.2	4.9	0.4	8.0	-15.9	10.2
36	CC1N=C(c2ccccc2)c2cc(Br)ccc2NC1=O (configuration not stated)	-3.1	x	2.3	-16.4	1.9	3.8	-2.3	-1.8
37	COc1ccc(CN2CCCC(C(=O)c3ccc(Cl)cc3)C2)c(O)c1 (configuration not stated)	-4.0	-0.2	-6.9	2.7	13.2	18.8	-28.1	2.0
38	N[C@@H](Cc1ccccc1)C(=O)N1C[C@H]2C[C@@H](C1)c1cccc(=O)n1C2	-4.5	x	x	-5.4	-1.0	-1.0	0.2	14.5
39	Cc1ccccc1N1CCN(C2CCCN(C(=O)COc3ccccc3)C2)CC1 (configuration not stated)	-7.0	-0.2	-0.6	-19.2	1.9	11.4	-6.5	x
40	COc1cccc(CN2CCNCC2)c1OC	-2.3	0.0	10.4	-1.5	4.0	6.6	-3.6	-3.7
41	CCn1c(O)c(C(=O)CC2NCCc3ccccc32)c(=O)n(CC)c1=S (configuration not stated)	5.9	x	x	-35.1	-1.3	2.1	x	-1.0
42	CN1c2ccc(Br)cc2[C@H]2NCC[C@H]2[C@H]1CO	8.4&0.8	-0.1	1.2	5.9&12.3	-1.0&-0.4	10.9&5.4	-48.5&-63.3	-3.6&2.9[16.7 µM]
43	Oc1ccc(CCN2CCCCC2)cc1	-1.3	-0.2	0.5	-2.1	-0.8	-16.8	-82.4	-4.3
44	Clc1ccc(-c2nc3ccc(Cl)cn3c2CN2CCOCC2)cc1	-1.6	x	x	2.2	3.9	7.0	x	15.5
45	O=[N+]([O-])c1ccc(Nc2ccccc2)cc1	x	x	4.8	x	x	-1.0	2.7	-3.0
46	O=C1CC[C@@]2(O)[C@H]3Cc4ccc(O)c5c4[C@@]2(CCN3CC2CC2)[C@H]1O5	-0.6	0.7	-1.8	0.6	-1.1	4.8	-13.4	-0.2
47	CC(C)CC1(CCc2ccccc2)C(=O)NC(=O)NC1=O	x	0.0	-0.1	x	x	x	1.6	-6.1
48	O=c1[nH]c(=O)n(-c2cccc(Cl)c2)c(O)c1/C=N/c1ccccn1	-3.8	x	x	-7.3	-1.5	-8.0	x	5.4
49	CCCc1cc(=O)oc2cc(OCC(=O)N3CCC(C(=O)O)(c4ccccc4)CC3)ccc12	-1.1	x	19.8	12.5	0.3	7.5	-10.6	0.2
50	Cc1ccc2c(c1)C1CN(C)CCC1N2C(=O)Cc1cccs1 (configuration not stated)	5.7	x	0.7	-1.3	-0.4	10.8	-12.3	-1.7
51	CCN1CCN(CC(=O)c2c(C)n(Cc3ccccc3)c3ccc(OC)cc23)CC1	4.5	x	x	1.3	-0.3	x	x	0.4
52	Oc1ccc(Cl)cc1	-2.4	u	0.8	3.4	0.3	x	-9.1	1.6
53	COC(=O)C1C(OC(=O)c2ccccc2)CC2CCC1N2C (configuration not stated)	-5.0&-3.7	x	-1.4&1.7	-2.6&0.0	3.4&-0.8	16.8&-19.6	-10.8&-14.7	-1.2&4.1
54	CCC(c1nnnn1-c1ccc(OC)cc1)N1CCC(n2c(=O)[nH]c3ccccc32)CC1 (configuration not stated)	1.4	x	x	-4.5	-4.8	0.2	-7.3	-2.7
55	COc1ccccc1-n1c(-c2ccc(C)cc2)nc2ccccc2c1=O	6.7	x	1.9	-8.6	-4.4	-1.7	-6.6	-6.0
56	Cc1nc2ccccc2c(=O)n1-c1ccc(-c2ccccc2)cc1	3.0	0.1	0.2	-5.4	0.9	-15.4	-10.5	-3.5
57	O=C(Cc1cccnc1)N1CCCCN2[C@@H](CO)[C@@H](c3ccc(/C=C/c4ccccc4)cc3)[C@@H]2C1	-0.2	0.2	-2.9	-1.7	5.3	12.6	-16.6	-1.0[16.7 µM]
58	COC(=O)C1C2c3ccccc3C(c3ccccc32)C1(C)C(=O)OC (configuration not stated)	6.0	0.6	-0.4	1.5	2.7	-15.7	9.3	-2.0
59	O=C1NCN(c2ccccc2)C12CCN(C(c1ccnc3ccccc13)c1nnnn1-c1ccc3c(c1)OCCO3)CC2 (configuration not stated)	-1.1	-1.5	x	6.0	1.4	-16.1	-6.6	-5.6
60	Cc1ncc([N+](=O)[O-])n1CCOC(N)=O	0.3	x	0.4	-2.7	-0.9	x	-20.6	x
61	Fc1ccc(C(OCCN2CCCC2)c2ccc(Br)cc2)cc1 (configuration not stated)	1.2	2.3	-0.2	3.4	-9.0	-5.0	10.0	3.8
62	O=c1c2ccccc2nc(/C=C/c2ccccc2)n1-c1ccc(O)cc1	-0.8	x	0.2	-7.2	-0.3	x	-3.4	x
